Compound activity (PubChem BioAssay)
GSK3beta inhib – inhibitors of human GSK3beta kinase | GST-GSK3beta kinase, ADP-Glo luminescence, 60 min; stronger effect = lower value | activity score (negative = inhibition), % at 10 µM | 0.038% of 300,000 active | AID 2097;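 active means more than half of replicate wells score below -50%, meaning over 50% inhibition versus plate controls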;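 further: 0% = median DMSO wells and -100% = median GW8510 positive control wells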
Target sequence (P49841 whole entry, looked up): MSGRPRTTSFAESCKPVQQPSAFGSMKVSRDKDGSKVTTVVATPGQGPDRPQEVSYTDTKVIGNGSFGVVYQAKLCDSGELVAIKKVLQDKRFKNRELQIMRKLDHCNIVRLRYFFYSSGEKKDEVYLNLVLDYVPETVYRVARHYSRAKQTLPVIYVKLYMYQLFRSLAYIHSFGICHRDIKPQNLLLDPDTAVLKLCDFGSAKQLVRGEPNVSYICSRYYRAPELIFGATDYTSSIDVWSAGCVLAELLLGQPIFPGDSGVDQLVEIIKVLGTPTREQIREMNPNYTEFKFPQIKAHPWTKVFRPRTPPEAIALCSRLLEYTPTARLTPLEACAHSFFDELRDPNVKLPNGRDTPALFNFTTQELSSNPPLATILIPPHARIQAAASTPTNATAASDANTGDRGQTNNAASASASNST
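Test system – GST-tagged human GSK3beta kinase, cell-free · Incubation – 60 min enzyme reaction, room temperature · Signal – ADP-Glo luminescence · Also added – peptide substrate and ATP at 25 µM · Controls – DMSO neutral wells and GW8510 at 20 µM as positive · Buffer or medium – Tris/MgCl2 kinase buffer · Measure – Luminescence-derived activity versus plate DMSO and GW8510 wells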
KCNK3 inh – human KCNK3 channel inhibition, primary screen | O14649 | CHO-KCNK3 thallium flux, FluxOR fluorescence; stronger effect = lower value | B-score at 10 µM | 0.84% of 340,000 active;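 active means B-score under library mean minus 4 SD, starting fluorescence ratio at most library mean plus 5 SD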;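 further: more negative B-score means stronger inhibition of thallium flux through KCNK3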
KCNQ1 act – potentiates or activates the human KCNQ1 potassium channel; P51787; CHO-K1 KCNQ1, thallium flux FluxOR fluorescence; stronger effect = higher value; B-score at 10 µM; 0.35% of 310,000 active;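 active means fluorescence ratio B-score, a plate-corrected score, at least three library SD, with initial intensity B-score within 5 SD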
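assay system = CHO-K1 cells stably expressing KCNQ1 | medium = assay buffer, equal DMSO in all wells | timing = 37 °C overnight plating, 90-min dark dye load, 20-min compound pretreatment | measured by = kinetic FluxOR thallium fluorescence, 10-s 1-Hz baseline, 110-s post-stimulus read | measure = fluorescence change relative to baseline, converted to B score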
PolyA inh – inhibitors of polyadenylation in S. cerevisiae; S. cerevisiae SKY197-pL101 polyadenylation reporter, beta-gal luminescence; efflux-impaired pdr1/pdr3 knockout yeast; score 100 = 6 SD above DMSO; calls only at 12 µM; 0.02% of 300,000 active; AID 1875;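 active means lowest replicate activity score at least 50, where 100 means six control SD above control mean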;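 further: yeast exposed to compound for 9 h at 30 °C; higher score means more reporter readthrough which indicates perturbed polyadenylation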
DYRK1A inh – Dyrk1A (rat) kinase inhibition; ADP-Glo luminescence, NFATc1 peptide; inhibition, % at 12.5 µM; 0.43% of 310,000 active; AID 504441; in the data active means inhibition above about 50%;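 further: plate controls were vehicle with enzyme for no effect and no enzyme for full effect; many of its hits are not listed in these tables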
RGS4 act – potentiators or activators of RGS4; 0.92% of 310,000 active; AID 463111; B-score at 10 µM; HEK293 M3R/inducible RGS4, carbachol calcium flux Fluo4; stronger effect = lower value;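 active means B-score of the integrated calcium signal more than 4 SD below the library mean, with starting fluorescence not abnormally high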;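 further: negative B-score means reduced calcium response which marks RGS4 activation or potentiation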
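Assay system: Inducible-RGS4 HEK293 cells carrying M3 receptor | Schedule: Compound preincubation 20 min at room temperature before agonist | Signal: Kinetic calcium fluorescence imaging with Fluo4-AM dye, 2 µM | Read-out basis: B score from integrated fluorescence ratio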
GSK3 alpha inh – inhibitors of human GSK-3 alpha kinase; P49840; ADP-Glo luminescence, 60 min; inhibition, % at 10 µM; 0.1% of 320,000 active;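 in the data active means inhibition above about 50%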;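 further: GST-tagged GSK-3 alpha with peptide substrate and 25 µM ATP; 0% = DMSO neutral wells and 100% = GW8510 positive control wells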
Target sequence (P49840 whole entry, looked up): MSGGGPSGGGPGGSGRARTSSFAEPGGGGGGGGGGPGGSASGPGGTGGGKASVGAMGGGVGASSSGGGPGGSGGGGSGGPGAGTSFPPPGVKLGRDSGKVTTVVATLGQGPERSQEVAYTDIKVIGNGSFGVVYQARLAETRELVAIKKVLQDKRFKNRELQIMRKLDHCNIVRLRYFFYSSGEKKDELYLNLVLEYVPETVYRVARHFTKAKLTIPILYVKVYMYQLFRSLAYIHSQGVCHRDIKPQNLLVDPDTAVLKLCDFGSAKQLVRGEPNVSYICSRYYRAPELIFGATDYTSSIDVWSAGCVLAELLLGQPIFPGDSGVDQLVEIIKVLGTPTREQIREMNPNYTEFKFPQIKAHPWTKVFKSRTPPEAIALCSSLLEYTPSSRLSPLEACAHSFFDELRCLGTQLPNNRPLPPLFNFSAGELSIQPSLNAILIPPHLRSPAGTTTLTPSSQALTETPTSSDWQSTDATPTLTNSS
RGS4 block – human RGS4 inhibition; AID 463165; HEK293 M3R/RGS4 inducible, Fluo-4 calcium flux; stronger effect = higher value; triggered by carbachol at its EC20; 0.45% of 310,000 active; B-score at 10 µM;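 active means B-score, a plate-corrected calcium signal, over three deviations above library mean, with baseline fluorescence within five deviations of library mean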;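 further: RGS4 expression induced by doxycycline in cells with stable M3 receptor; B-score is computed from the integrated fluorescence ratio over baseline after carbachol; higher B-score means a larger calcium signal and so more RGS4 inhibition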
Target sequence (P49798 whole entry, looked up): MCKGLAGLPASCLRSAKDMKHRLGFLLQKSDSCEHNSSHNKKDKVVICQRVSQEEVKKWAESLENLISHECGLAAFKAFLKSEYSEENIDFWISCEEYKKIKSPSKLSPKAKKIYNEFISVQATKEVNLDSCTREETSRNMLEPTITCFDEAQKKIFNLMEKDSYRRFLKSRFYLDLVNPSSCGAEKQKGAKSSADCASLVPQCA
hERG protect – shields human hERG channel from block by proarrhythmic agents | AID 1511 | CHO-hERG, FluxOR thallium flux, dofetilide IC70 present | Q12809 | 0.51% of 310,000 active | activation (rescue from dofetilide block), less the hit threshold, % at 10 µM;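 active means activation above the mean of controls blocked by dofetilide plus 5 SD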;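 further: thallium influx through hERG after potassium depolarization seen as dye fluorescence rise; in these data hits start at about 4.7%; inactives centre near -7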
KCNK9 inh – blocks the human KCNK9 two-pore domain potassium channel; HEK293 KCNK9, FluxOR thallium flux fluorescence; stronger effect = lower value; AID 488922; Q9NPC2; B-score at 10 µM; 1.2% of 310,000 active;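 active means ratio B-score over 3 SD below the library mean, with starting fluorescence within 5 SD of its mean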;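 further: negative B-score means less thallium flux so channel inhibition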
KCNQ1 inh – human KCNQ1 channel inhibition; 1.3% of 310,000 active; CHO-K1 KCNQ1, FluxOR thallium flux fluorescence; stronger effect = higher value; P51787; B-score at 10 µM;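 active means compounds whose thallium flux B-score, printed positive for inhibition, exceeds three library SD while starting fluorescence stays within three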;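 further: channel opened by potassium depolarization with thallium stimulus after 20 min compound exposure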
Active calls of the source: *; i = inactive; · = no result given.

SMILES | GSK3beta inhib | KCNK3 inh | KCNQ1 act | PolyA inh | DYRK1A inh | RGS4 act | GSK3 alpha inh | RGS4 block | hERG protect | KCNK9 inh | KCNQ1 inh
COc1ccc(CNC(=O)CSc2nc3[nH]ncc3c(=O)n2-c2ccccc2Br)cc1 | 2 | · | i | i | · | i | 12 | i | -14 | i | i
Cc1cccc(CC2CC(=O)N(c3ccc(C)cc3Br)C2=O)c1 (stereo not drawn) | -4 | i | i | i | -2 | i | -2 | i | -13 | i | i
CC(=O)N1CCN(c2ccccc2NC(=O)c2ccc(C#N)cc2F)CC1 | 2 | i | i | i | 3 | i | 2 | i | -6 | i | i
O=C(O)CCC(=O)N1CCN(S(=O)(=O)c2cccs2)CC1 | 2 | i | i | i | 9 | i | -1 | i | -6 | i | i
COc1ccccc1NC(=O)Nc1nc(CC(=O)Nc2ccc(OC)c(OC)c2)cs1 | -1 | i | i | i | 5 | i | 3 | i | -12 | i | i
O=C(Nc1nc(-c2ccccc2)c(C(=O)c2ccccc2)s1)c1ccc(S(=O)(=O)N2CCCC2)cc1 | 3 | i | i | i | 5 | i | 0 | i | -9 | i | 8*
CN1C2CCC1CC(NC(=O)c1cccc(C(F)(F)F)c1)C2 (stereo not drawn) | -2 | i | i | i | 0 | i | -3 | i | -3 | i | i
O=C(CSc1ccncc1)Nc1ccc2ccccc2c1 | 0 | i | i | i | 4 | i | -1 | i | -9 | i | i
CCOC(=O)c1ccc(NC(=O)CSc2nnc(CNC(=O)c3ccco3)o2)cc1 | · | i | i | i | 3 | i | 14 | i | -10 | i | i
CCN1CCc2c(OCC(=O)Nc3ccc4c(c3)OCCO4)cccc2C1=O | 0 | · | i | i | · | i | -2 | i | -12 | i | i
O=S(=O)(Nc1ccc(S(=O)(=O)Nc2ncccn2)cc1)c1ccccc1 | 0 | i | i | i | -9 | i | -2 | i | -3 | i | i
Cc1ccccc1C(=O)c1cccn1CC(=O)NCCCN1CC(C)CC(C)C1 (stereo not drawn) | 1 | i | i | i | -6 | i | -1 | i | -7 | i | i
CC(C)Cn1c(SCC(=O)NCc2ccco2)nnc1-c1ccncc1 | -2 | i | i | i | -5 | i | -2 | i | -13 | i | i
COc1cccc(CN(C)C(=O)CNC(=O)c2cccs2)c1OC | 3 | i | i | · | 4 | i | 1 | i | -10 | i | i
CC1(C)CC(=O)C([N+](=O)[O-])=C(NCCCC(=O)O)C1 | 1 | i | i | i | 8 | i | 0 | i | -5 | i | i
O=C(COc1ccccc1Cl)N1CCCCCCC1 | -1 | i | i | i | 1 | i | -3 | i | -8 | i | i
Cc1csc(NC(=O)CSC2=NS(=O)(=O)c3ccccc3N2)n1 | 2 | i | i | i | -7 | i | 0 | i | -12 | i | i
Cc1ccc(C)c(NC(=S)NC(=O)c2cncc(Br)c2)c1 | 1 | i | i | i | · | i | -3 | i | 3 | i | i
CCCCNCCOc1ccccc1-c1ccccc1 | 0 | i | i | i | -3 | i | -1 | i | -13 | i | i
Cc1cccc(N2CCN(CC3CCCCC3)CC2)c1C | 2 | i | i | i | 8 | i | -2 | i | 3 | i | i
CC1=NN(S(=O)(=O)c2ccc(F)cc2)C(=O)c2ccccc2O1 | -1 | i | i | i | 15 | i | -1 | i | -8 | i | i
C=CCn1c(-c2cccnc2Cl)nc2ccccc21 | -3 | i | i | i | 1 | i | -2 | i | -6 | i | i
Cc1cccc(NC(=O)Cn2nc([N+](=O)[O-])c(Br)c2C)n1 | -2 | i | i | i | · | i | -1 | i | -8 | i | i
NNC(=O)/C(=C\c1cccs1)NC(=O)c1ccccc1 | 2 | i | i | i | 1 | i | 0 | i | -7 | i | i
O=C(CCCn1c(=S)[nH]c2cc3c(cc2c1=O)OCO3)N1CCc2ccccc2C1 | 2 | i | i | i | 4 | i | -1 | i | -11 | i | i
CCOC(=O)CSc1nnc(NC(=O)c2cc([N+](=O)[O-])cc([N+](=O)[O-])c2)s1 | 0 | i | i | i | 0 | i | 2 | i | -12 | i | i
Cc1cc(F)ccc1NCC(=O)Nc1ccccc1Br | -2 | i | i | i | 2 | i | 0 | i | -12 | i | i
COC(=O)C1=C(C)N(CCCC(=O)O)C(=O)NC1c1ccc2c(c1)OCO2 (stereo not drawn) | -4 | i | i | i | -7 | i | 0 | i | -10 | i | i
COc1ccccc1CNC(=O)CN1CCN(c2ccc(C(C)=O)cc2)CC1 | · | i | i | i | 6 | i | 1 | i | -8 | i | i
O=C(NCCOC(=O)c1cccs1)c1cccnc1 | 2 | i | i | i | 7 | i | 2 | i | -9 | i | i
CC1(C)CCC(=O)C=C1Nc1ccc(F)c(Cl)c1 | 4 | i | i | i | -2 | i | 4 | i | -9 | i | i
Cn1c(/C=C/c2cccc(Br)c2)nc2ccccc2c1=O | 0 | i | i | i | 1 | i | 1 | i | -8 | i | i
CC(C)NC(=O)c1onc(CSc2ccc(F)c(F)c2)c1C(=O)NC(C)C | -1 | i | i | i | 4 | i | 0 | i | -5 | i | i
CCCNC(=O)COC(=O)c1c2c(nc3ccccc13)CCC2 | 3 | i | i | i | 0 | i | -1 | i | -7 | i | i
CCCCNC(=O)CN1C(=O)NC(Cc2ccccc2)(Cc2ccccc2)C1=O | -2 | i | i | i | -4 | i | -1 | i | -4 | i | i
Cc1[nH]c(=O)[nH]c(=O)c1/C=C/C(=O)O | 1 | i | i | i | -6 | i | -2 | i | -13 | i | i
CCc1cccc2c1NC(=O)[C@]21[C@@H]2C(=O)N(Cc3ccccc3)C(=O)[C@@H]2[C@@H]2CCCN21 | 10 | i | i | i | 4 | i | -1 | i | -8 | i | i
C#CCN(CC=C)C(=O)C1CCC(=O)N(CCCc2ccccc2)C1 (stereo not drawn) | -1 | i | i | i | · | i | -2 | i | -1 | i | i
CCOc1ccc(NC(=O)N(Cc2ccc(C)cc2)Cc2ccccn2)cc1 | -3 | i | i | i | -2 | i | -1 | i | -5 | i | i
CC(NC(=O)CNC(=O)C(Cc1ccccc1)NC(=O)OCc1ccccc1)C(N)=O (stereo not drawn) | 1 | i | i | i | 4 | i | 3 | i | -6 | i | i
Cc1ccc(C)c(OCC(=O)Nc2ccc(S(=O)(=O)Nc3ncccn3)cc2)c1 | 7 | i | i | i | -5 | i | -1 | i | -7 | i | i
Cc1cc(C(=O)N2CC=C(c3ccccc3)CC2)c2ccccc2n1 | -1 | i | i | i | 2 | i | 3 | i | -8 | i | i
CC(=O)Nc1ccc(S(=O)(=O)NCCC(=O)Nc2ncccc2C)cc1 | 2 | i | i | i | -4 | i | 1 | i | -14 | i | i
Cc1ccc(S(=O)(=O)N2CCN(C(=O)c3ccccc3)CC2)cc1 | 0 | i | i | i | -2 | i | -1 | i | -5 | i | i
O=C(NNc1cccc(Cl)n1)c1ccc(Cl)cc1Cl | 0 | i | i | i | -5 | i | -1 | i | -19 | i | i
CCN(CC)c1ccc(NC(=O)c2ccc3c(c2)OCO3)c(C)c1 | 0 | i | i | i | -5 | i | 0 | i | -3 | i | i
COC(=O)C1=C(C)NC(=O)CC1c1ccccc1OC (stereo not drawn) | 1 | i | i | i | -5 | i | 1 | i | -10 | i | i
Cc1ccc(NC(=O)COc2nc(C)cs2)cc1 | -2 | i | i | i | -1 | i | 7 | i | -17 | i | i
O=C(COC(=O)CSc1ccccc1)NCCNC(=O)COC(=O)CSc1ccccc1 | 3 | i | i | i | -1 | i | -3 | i | -15 | i | i
CCOC(=O)c1ccc(NS(=O)(=O)c2cc(C)ccc2OC)cc1 | 3 | i | i | i | 4 | i | 7 | i | -4 | i | i
CCOC(=O)CSc1nc2ccc(N3CCOCC3)cc2c(=O)n1Cc1ccccc1 | 2 | i | i | i | -1 | i | -4 | i | -14 | i | i
Cc1ccccc1-n1nc2c(c1NC(=O)c1c(-c3ccccc3Cl)noc1C)CS(=O)(=O)C2 | 2 | i | i | i | 3 | i | 0 | i | -11 | i | i
NC(Cc1ccc(Oc2ccc(O)cc2)cc1)C(=O)O (stereo not drawn) | -2 | · | i | i | · | i | 0 | i | -4 | i | i
COc1ccccc1C(=O)Nc1nnc(-c2ccc3c(c2)CCCC3)o1 | 2 | i | i | i | -3 | i | -1 | i | -15 | i | i
N#C/C(=C/c1cc[nH]c1)C(N)=S | -2 | i | i | i | · | i | 1 | i | -7 | i | i
CCn1c(SCC(=O)N/N=C/c2ccc(O)c(OC)c2)nc2ccccc21 | -5 | i | i | i | 7 | i | 7 | i | -9 | i | i
O=C(CN(C(=O)c1csnn1)c1ccc(F)cc1)NCCc1ccccc1 | 1 | i | i | i | -5 | i | -3 | i | -5 | i | i
COCCCNCCC(CCC(C)C)c1ccc2c(c1)OCO2 (stereo not drawn) | -1 | i | i | i | · | i | 3 | i | -18 | i | i
COc1cccc(NC(=O)Cn2c(CCC(=O)O)ccc2-c2ccc(C)cc2)c1 | 2 | i | i | · | -2 | i | -5 | i | -11 | i | i
O=C(CNCc1ccccn1)Nc1cc(C(F)(F)F)ccc1N1CCOCC1 | 3 | i | i | i | -3 | i | 0 | i | -13 | i | i

Following part
SMILES | GSK3beta inhib | KCNK3 inh | KCNQ1 act | PolyA inh | DYRK1A inh | RGS4 act | GSK3 alpha inh | RGS4 block | hERG protect | KCNK9 inh | KCNQ1 inh
N#C/C(=C/c1ccccc1[N+](=O)[O-])C(=O)NCc1ccco1 | 5 | i | i | i | -1 | i | -3 | i | -11 | i | i
CCCn1c(N2CCN(CC(=O)c3c(C)n(C)c4ccc(OC)cc34)CC2)nc2c1c(=O)[nH]c(=O)n2C | -1 | i | i | i | 1 | i | · | i | -4 | i | i
COc1ccc(NC(=O)Nc2cc(C)ccc2F)cc1OC | -5 | i | i | i | -6 | i | 2 | i | -6 | i | i
COc1cc(/C=C2\SC(=S)N(CCC(=O)Nc3ccc(O)cc3)C2=O)cc(OC)c1OC | 2 | i | i | i | -2 | i | -2 | i | -12 | i | i

Record cards, from the list above. Values in the order: GSK3beta inhib	KCNK3 inh	KCNQ1 act	PolyA inh	DYRK1A inh	RGS4 act	GSK3 alpha inh	RGS4 block	hERG protect	KCNK9 inh	KCNQ1 inh
`COc1ccc(NC(=O)Nc2cc(C)ccc2F)cc1OC` reads -5	i	i	i	-6	i	2	i	-6	i	i
`COc1cc(/C=C2\SC(=S)N(CCC(=O)Nc3ccc(O)cc3)C2=O)cc(OC)c1OC` reads 2	i	i	i	-2	i	-2	i	-12	i	i

These rows are one share of the data (hit frequency here may not be typical).
